Glioma ERSR ind – inducers of ER stress response in human glioma cells. 420,000 tested, 0.02% active. Potency, µM, for the others: top-dose activation, hits mostly activators. U87-MG GRP78 promoter luciferase reporter, 16 h; note: potency is the fitted concentration of half-maximal effect; series mostly up to about 76 µM; % of control where 0% means no effect; nearly all actives have a fitted effect of over 35% in size
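ERSR induction read as luciferase luminescence (Bright-Glo, 10 min at room temperature) in stably transfected human U87-MG glioma cells exposed to compounds for 16 h, using GRP78 as sensor.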
Vif-A3G inh – inhibitors of Vif-APOBEC3G interaction | Q9HC16 | HeLa A3G-eYFP + Vif (tagged APOBEC3G with the HIV-1 protein that degrades it), YFP fluorescence, overnight | Potency, µM (highest dose often 46.1 µM), for inactives: top-dose activity, negative = active, hits mostly inhibitors | 410,000 tested, 0.076% active | AID 602310;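 note: potency is the fitted concentration of half-maximal effect; % is set by controls: 0 for no effect and ±100 for the full control effect; nearly all actives have a fitted effect of over 60% in size; hits raise eYFP signal because A3G escapes Vif-driven loss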
Target sequence (Q9HC16 whole entry, looked up): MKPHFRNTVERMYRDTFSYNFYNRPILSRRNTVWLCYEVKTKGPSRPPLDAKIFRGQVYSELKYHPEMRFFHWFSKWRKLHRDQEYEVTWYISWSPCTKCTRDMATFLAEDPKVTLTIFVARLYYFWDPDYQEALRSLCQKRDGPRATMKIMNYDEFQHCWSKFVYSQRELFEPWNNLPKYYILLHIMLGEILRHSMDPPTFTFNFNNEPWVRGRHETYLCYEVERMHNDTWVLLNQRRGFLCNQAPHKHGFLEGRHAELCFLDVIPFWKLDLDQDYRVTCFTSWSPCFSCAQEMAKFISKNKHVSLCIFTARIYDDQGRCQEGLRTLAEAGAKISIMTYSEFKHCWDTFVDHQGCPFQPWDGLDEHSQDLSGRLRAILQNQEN
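Read-out is eYFP fluorescence (Ex 488/Em 500-530) from Vif-expressing HeLa A3G-eYFP cells; more signal means A3G escaped Vif-mediated degradation. Cells plated overnight, compound pinned in, incubated overnight at 37 deg C.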
LDHA block – blocks human lactate dehydrogenase A | activity change, % (values are at about 110 or 230 µM) | 480,000 tested, 0.15% active | P00338 | purified LDHA, NADH/diaphorase-resazurin fluorescence; stronger effect = lower value; in the data active = activity change below about -30%; inconclusive = mostly about -25% to -30%;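 note: plate controls were DMSO wells for no effect and wells without enzyme for full effect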
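Human LDH5 at 2 nM final in Tris HCl pH 7.4 with 0.06 mM NADH and 0.2 mM pyruvate, reacted 5 minutes at room temperature. Remaining NADH coupled via diaphorase/resazurin; resorufin fluorescence read at 0 and 20 minutes, normalized to enzyme-free and DMSO wells.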
Starred values were filed as active, the others as inactive; u = inconclusive; & = joins results of further samples. Unless noted, calls come from the whole dose curve; as a rule, active = well fitted curve in the direction sought with a large enough effect; inconclusive = small, poorly fitted or top-dose-only effect, or another doubt; inactive = no such curve, though single readings can be large; an effect the other way counts as inactive or inconclusive. A portion of the library; the hit share may differ from the screen's.

canonical_smiles | Glioma ERSR ind | Vif-A3G inh | LDHA block
COc1cccc(CNc2nc3cc(-c4csc5ccccc45)sc3c(=O)n2C)c1 | 0% | 0% | -12
Nc1nc[nH]c(=O)c1N | -2% | 2% | -3&5
CCCCN(CCCC)Cc1cc(=O)oc2ccc3ccccc3c12 | -4% | -2% | 5
CC(=O)Oc1ccc(CN2C(=O)C(CCc3ccccc3)ON=C2c2cnccn2)cc1 (stereo not drawn) | 3% | -1% | -3
O=C(C[n+]1ccccc1Br)c1ccc(O)c(O)c1 | -1% | 3% | 12
CCc1nc2ccc(C(=O)NCCCn3ccnc3)cn2c1N(C)Cc1ccc(N(C)C)cc1 | -2% | 2% | -1
OCc1cc([C@@H](O)CNCCCCCCOCCCCc2ccccc2)ccc1O | -7%&-6% | 5% | 0
O=[N+]([O-])c1ccccc1S(=O)(=O)N1CCN(c2nc(-c3cccs3)nc3ccccc23)CC1 | 0% | 4% | -4
CC(C)C[C@@H](CN1CCC[C@@H]1CN1C(=S)NC[C@@H]1Cc1ccc(O)cc1)N1C[C@H](Cc2ccc(O)cc2)N(CC2CCCCCC2)C1=S | -13% | -2% | -11
CC(C)C1(C)NC(c2ccc3c(c2)OCO3)=CC(c2ccccc2O)N1 (stereo not drawn) | 4% | -3% | 4
COCCNC(=O)C1(C)CCCN(C(=O)c2cccc(C(F)(F)F)c2)C1 (stereo not drawn) | -4% | -2% | -7
Cn1c(=O)c2cc(NC(=O)NCc3ccccc3)ccc2n1Cc1cccc(C(F)(F)F)c1 | -1% | 0% | 3
O=C(Nc1nnc(CCc2ccccc2)s1)C1CCN(C(=O)c2ccco2)CC1 | -4% | 1% | -5
Cn1nccc1-c1coc2c(C(=O)NCC3CCOCC3)cccc12 | -6% | 2% | -18
COc1ccc(-c2cnc(C(O)c3ccc(-c4ccccc4)cc3)[nH]2)cc1 (stereo not drawn) | -4% | -1% | -14
O=C(Nc1nnc([C@@H]2C[C@H](O)[C@@H](CO)O2)s1)c1ccc(Oc2ccccc2)cc1 | -3% | 2% | -6
O=C(N1CCOCC1)N1[C@H](COCc2ccccc2)C=CS1(=O)=O | -1% | -2% | 0
COc1cc(/C=C/c2ccc3ccccc3n2)cc(OC)c1OC | -4% | u | 0
COc1ccc(-c2cc(NC=O)c3ncc(-c4ccc(C(C)=O)cc4)n3c2)cc1OC | 2% | u | 4
CN(C)CCNC(=O)c1cccc(-c2cnc3c(NC=O)cc(-c4ccc(F)cc4)cn23)c1 | -7% | u | -2
COc1ccc(-c2cnc(C(O)c3ccc(CN4CCCCC4)cc3)[nH]2)cc1 (stereo not drawn) | 0% | 1% | 3
CNC(=O)C1(C)CCN1C(=O)Cc1ccc(C(C)C)cc1 (stereo not drawn) | -1% | -5% | -3
Cc1ccc2c(C(=O)CNc3nccs3)c(C)[nH]c2c1 | -6% | 2% | -2
Cc1ccc(C(O)c2ncc(-c3ccccc3C)[nH]2)cc1F (stereo not drawn) | 3% | -2% | -21
COc1ccc(CC(N)c2csc(Nc3nccc(C(F)(F)F)n3)n2)cc1 (stereo not drawn) | -2% | -14% | -7
CC1(C(=O)Nc2cccc(C#N)c2)CCN1C(=O)CCc1ccccc1 (stereo not drawn) | -1% | -4% | -4
COc1ccc(Cl)cc1C(=O)Nc1ccc([N+](=O)[O-])cc1Cl | 1% | -1% | -6
COc1cc(-c2cc(NC=O)c3ncc(-c4ccccc4)n3c2)cc(OC)c1OC | -3% | -22% | 4
CCc1nc2c(OCCn3cccc3)cccn2c1N(C)C(=O)c1ccccc1F | -2% | 0% | -5
CC(=O)Nc1cccc(-c2ccnc3c2CC(C(=O)NCc2cccs2)O3)c1 (stereo not drawn) | -4% | u | -10
CNc1nc(NCc2ccccc2)c2sccc2n1 | 7% | -18% | -1
Fc1ccc(-c2nc3ccc(Br)cn3c2Cc2ccccc2C(F)(F)F)cc1 | 4% | -11% | -5
O=C1C(=Cc2ccc(Cl)cc2)CCc2ccccc21 | -4% | -12% | -2
CN1CCN(C(=O)c2cc3c(c(-c4cccc(C#CC(C)(C)O)c4)n2)[C@H](CCO)N(S(=O)C(C)(C)C)C3)CC1 (stereo partly drawn) | -3% | 4% | 2
CC1(Oc2ccc(Cl)cc2)CCN(Cc2ccc(-c3ccccn3)cc2)C1 (stereo not drawn) | -1% | -3% | -2
CNc1cc(-c2cccc(C(=O)N3CCOCC3)c2)ncn1 | -3% | 2% | -3
CCC(CO)Nc1ccn2nc(-c3cccc(Cl)c3)cc2n1 (stereo not drawn) | -1% | -10% | 5
Cn1c(=O)c2cc(NC(=O)NCc3ccc(Cl)cc3Cl)ccc2n1Cc1ccccc1 | -1% | -2% | 9
CCc1nc2c(OCCn3cccc3)cccn2c1N(C)C(=O)C1CC1 | -5% | -6% | -20
CCCCC(=O)N(C)c1c(C)nc2ccc(C(=O)N3CCN(C(=O)c4ccco4)CC3)cn12 | -2% | -1% | -7
CC(=O)ON=C1C=CC(=C(C#N)c2ccccc2)C=C1 | -9% | u | 0
O=C(COC(=O)CNC(=O)C1CCCCC1)NC1CCCC1 | -2% | -2% | -8
CC(C)C(=O)N1CCCC1(C)C(=O)Nc1ccc(-n2cccc2)cc1 (stereo not drawn) | -1% | -4% | -4
CNc1cncc(-c2ccc(OCCCN(C)C)nc2)n1 | 1% | 1% | -7
COc1ccc(NC(=O)c2cc(-c3cc(F)ccc3OC)n[nH]2)c(OC)c1 | 0% | -1% | -2
Fc1ccc(/C=C/c2nccc3ccccc23)cc1 | -1% | 2% | 0
COc1ccc(CN2C[C@@H](CO)O[C@@H](n3cnc4c(N(C)C)ncnc43)C2)cc1 | 0% | -1% | -2
Cn1ccc2c(N3CCOCC3)cc3c(c21)C1CCC3C1 (stereo not drawn) | -3% | 2% | 3
CCc1nc2c(OCc3ccc(Cl)cc3)cccn2c1N(C)C(=O)c1ccc(C)cc1 | 2% | -8% | 3
O=c1cc(CN(Cc2ccccc2)Cc2ccccc2)c2ccccc2o1 | -2% | -3% | -11
COc1cc(C(O)c2nc(-c3ccccc3OC)cs2)ccc1F (stereo not drawn) | 2% | -6% | -2
CC(C)Cc1ccc(-c2cc3nc(NCCOc4ccccc4)ccn3n2)cc1 | 8% | -20% | 2
Cc1cc(C)cc(Cn2c(C)c(C(=O)N(C)Cc3ccc(F)cc3)sc2=O)c1 | 1% | 3% | 3
O=C(NC(c1ccccc1)c1ccsc1)C1CCN(Cc2ccc(Oc3ccccc3)cc2)CC1 (stereo not drawn) | -2% | 2% | -12
Cc1ccc2ccccc2c1C(O)c1ncc(-c2cccc(F)c2)[nH]1 (stereo not drawn) | -1% | -21% | -3
CCOC(=O)CN1C(=O)N2C[C@H]3CON(C)[C@H]3C[C@H]2c2ccccc21 | -1% | 2% | -7
CN(C)c1ccc(C=C2C(=O)c3ccccc3C2=O)cc1 | -2% | 0% | -1
CC(=O)NC(c1ccc(F)c(F)c1)c1nc(-c2ccc3c(c2)OCO3)cs1 (stereo not drawn) | -4% | -4% | 2
CC(C)CC(N)c1csc(Nc2ccc(C(=O)NCCCO)cn2)n1 (stereo not drawn) | -4% | -2% | 1
O=S(=O)(c1ccccc1)n1cc(-c2cccc3nccn23)c2ccccc21 | -2% | -19% | -6

Going on with the list:
canonical_smiles | Glioma ERSR ind | Vif-A3G inh | LDHA block
OC[C@@H]1CN(Cc2ccccc2)C[C@H](n2cnc3c(NC4CC4)ncnc32)O1 | -1% | -1% | -3
Cn1ccc2c(-c3ccc(F)nc3)cc3c(c21)C1CCC3O1 (stereo not drawn) | -1% | -3% | -3
CN(C)CCN(Cc1ccccc1)C(=O)c1[nH]c(C(F)(F)F)nc1-c1ccccc1 | -5% | 2% | -6
Cn1nnc2c(NCc3ccco3)ncnc21 | -3% | 0% | 4
O=C(Nc1cccc(Cl)c1)c1ccc2sc([C@H]3C[C@H](O)[C@@H](CO)O3)nc2c1 | -2% | -6% | -7
O=S1(=O)CC(N2CCCCC2)CN1CCc1ccccc1 (stereo not drawn) | -1% | -1% | -1
NNC(=O)c1ccc(C(=O)N(c2ccccc2)c2ccccc2)cc1 | 2% | -6% | 2
Cc1cn([C@H]2C[C@H](O)[C@@H](/C=C/C(=O)NCc3ccc4c(c3)OCO4)O2)c(=O)[nH]c1=O | -3% | 1% | -10
CCc1nc2ccc(C(=O)NCC3CCCCC3)cn2c1N(C)Cc1ccc(OC)cc1 | -1% | -1% | -10
CCOC(=O)Cc1ccc(Nc2nc3cc(-c4ccccc4C)sc3c(=O)n2C)cc1 | -1% | -2% | 1
O=C(NCCc1ccccc1)c1cccc2c(-c3ccc(F)c(F)c3)coc12 | -1% | 3% | -1
CN1CCN(c2ccc(CNC(=O)c3ccc(-c4ccnn4C)c4ccoc34)cc2)CC1 | 1% | 2% | 5
CC(=O)C1=CCC(c2ccccc2)N(S(=O)(=O)c2cccc(C)c2)C1 (stereo not drawn) | -4% | -8% | -6
Cc1cccc(C)c1-n1nnnc1C(c1cccc2ccccc12)N1CCN(C/C=C/c2ccccc2)CC1 (stereo not drawn) | -5% | -2% | -6
CC(=O)Nc1ccc(NC(=O)c2ccc(-c3ccnn3C)c3ccoc23)cc1 | -9% | u | -6
CCCCn1nnnc1C(CC)N1CCN(C/C=C/c2ccccc2)CC1 (stereo not drawn) | -5% | -3% | -5
COc1ccccc1Cc1c(C(C)(C)C)nc2ccc(C)cn12 | 0% | u | 1
CNc1ccc(-c2cccc(C#N)c2)cn1 | 2% | -1% | -5
COc1ccc(OCCN2CCC(C(=O)NC(c3ccc(Cl)cc3)c3ncccc3C)CC2)cc1 (stereo not drawn) | -2% | -10% | -3
CCCOc1ccc(F)cc1-c1cc(C(=O)Nc2ccc(C(C)C)cc2)[nH]n1 | -3% | -30% | 1
Cc1cc(Br)cn2c(Cc3ccccc3)c(-c3cccc(Br)c3)nc12 | -4% | -6% | -9
O=C(Nc1ccncc1)C1C(=O)c2ccccc2N(Cc2ccccc2)C1=O (stereo not drawn) | -5% | 4% | 5
CCOc1ccc(CCN2C(=S)N([C@@H](CC(C)C)CN3CCC[C@@H]3CN3C(=S)NC[C@@H]3CC(C)C)C[C@@H]2CC(C)C)cc1 | -3% | 0% | -12
COc1ccc(OC)c2c(/C=C/c3ccc(N(C)C)cc3)ccnc12 | 2% | -11% | 9
CCc1nc2c(OCCOc3ccc(F)cc3)cccn2c1N(C)C(=O)c1ccc(C)cc1 | -2% | -4% | 3
CC(=O)N1C[C@@H](CO)[C@@H](N(C)C(=O)C(C)(C)C)C[C@H]1c1ccccc1 | -4% | -1% | -5
COc1cccc(CNc2nc3cc(C(C)=C(C)C)sc3c(=O)n2C)c1 | 1% | -2% | -5
CC(=O)NC1=C(C#N)CCC1 | -3% | 3% | -1
Cc1ccc(S(=O)(=O)N2CCC(c3nc(-c4cccs4)nc4ccccc34)CC2)cc1 | -4% | 0% | -6
Cc1ccc(-c2nc(-c3cc4cc(Cl)ccc4oc3=O)sc2C)cc1 | -3% | -2% | -4

Part of the list above in another layout.
> CNc1ccc(-c2cccc(C#N)c2)cn1
  Glioma ERSR ind: 2%	Vif-A3G inh: -1%	LDHA block: -5
> COc1cccc(CNc2nc3cc(C(C)=C(C)C)sc3c(=O)n2C)c1
  Glioma ERSR ind: 1%	Vif-A3G inh: -2%	LDHA block: -5
> Cc1ccc(-c2nc(-c3cc4cc(Cl)ccc4oc3=O)sc2C)cc1
  Glioma ERSR ind: -3%	Vif-A3G inh: -2%	LDHA block: -4

Going on with the list:
canonical_smiles | Glioma ERSR ind | Vif-A3G inh | LDHA block
CNc1ncnc2c1ncn2[C@H]1CN(CCOC)C[C@@H](CO)O1 | -3% | -1% | 1
CCOC(=O)C1(C)CCN1C(=O)c1ccc2c(c1)CCO2 (stereo not drawn) | 11% | -1% | -1
COc1cccc(C(C)(O)c2nc(-c3csc4ccccc34)cs2)c1 (stereo not drawn) | -3% | -10% | -7
CC(=O)NCCNc1nc2cc(-c3ccc(Cl)cc3C)sc2c(=O)n1C | 0% | -3% | -6
COc1ccc(N2C(=O)c3ccccc3NC2c2ccc(OC)c(COc3ccc(NC(C)=O)cc3)c2)cc1 (stereo not drawn) | 1% | -4% | -1
CC(C)Oc1cccc(C(=O)Nc2nnc([C@H]3C[C@H](O)[C@@H](CO)O3)s2)c1 | 2% | -2% | 1
O=C1C[C@@H]2C(=O)N(c3ccccc3)C(=O)[C@@H]2[C@@H]2CN(S(=O)(=O)c3ccccc3)[C@@H](c3ccccc3)[C@H]12 | -6% | -1% | -11
CCCCCCC[n+]1c(/C=C/c2ccc(N(C)C)cc2)sc2ccccc21 | -11% | u | -2

Screens deposited in PubChem BioAssay by National Center for Advancing Translational Sciences (NCATS).
